eIF4E 4G PPI: blocks eIF4E binding to eIF4G. P63073+Q04637. TR-FRET eIF4E-eIF4GI(517-606) binding, 2 h. inhibition, % at 21.7 µM. 0.37% of 220,000 active;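 active means inhibition above about 30%, limit read from the data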;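 further: 0% = full FRET control wells and 100% = background wells lacking eIF4GI fragment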
m-calpain inh: calpain II (pig) inhibition | inhibition, % at 16 µM | 0.37% of 220,000 active | purified calpain II, fluorogenic peptide substrate, 30 min;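 active means inhibition above about 50%, limit read from the data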
TNF necrop inh: TNF-alpha cell death inhibition in Jurkat FADD-/- cells | Jurkat FADD-/- TNF necroptosis rescue, ATP luminescence, 24 h; 0 = TNF only, 100 = no-TNF cells | activation (protection from cell death), % at 10 µM | 0.068% of 220,000 active | AID 463075;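 active means activation, meaning protection from cell death, of at least 50% relative to plate controls; inactive means activation below 50%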;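 further: necroptosis triggered by 40 ng/mL TNF-alpha added together with compound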
zVAD death inh: L929 zVAD cell death inhibition; viability rescue, % at 10 µM; L929 zVAD necroptosis rescue, ATP luminescence, 24 h; with zVAD 60 µM; 0.38% of 220,000 active; AID 1377;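 active means activation, scaled between plate controls, above about 75%, limit read from the data; inactive means activation under that limit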;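 further: 0% = zVAD with DMSO and 100% = DMSO alone without zVAD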
EBV gp42 inh: inhibitors of Epstein-Barr virus glycoprotein 42 | Q1HVG2 | Fluorescence polarization binding assay, mP read-out | inhibition, % (tested at 21.74 µM) | 0.42% of 220,000 active; in the data active means inhibition above about 50%
Target sequence (Q1HVG2 whole entry, looked up): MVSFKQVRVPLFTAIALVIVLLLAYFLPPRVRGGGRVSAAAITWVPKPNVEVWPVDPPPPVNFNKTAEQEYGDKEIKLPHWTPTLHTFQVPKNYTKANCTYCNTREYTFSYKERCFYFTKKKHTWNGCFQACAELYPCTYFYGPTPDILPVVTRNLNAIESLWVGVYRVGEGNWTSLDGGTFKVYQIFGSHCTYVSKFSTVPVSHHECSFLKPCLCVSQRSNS
Mdm2 ligase inh: Mdm2 E3 ligase (human) inhibition | Q00987 | cell-based MDM2 ubiquitination luciferase reporter, 2 h; 0 = plate control, 100 = twice control, blank-subtracted | signal enhancement, % at 5 µM | 0.11% of 210,000 active | AID 1230;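 active means signal enhancement of 30% or more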;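 further: luminescence tracks abundance of the self-degrading MDM2-luciferase fusion protein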
Target sequence (Q00987 whole entry, looked up, the tested form may be a part): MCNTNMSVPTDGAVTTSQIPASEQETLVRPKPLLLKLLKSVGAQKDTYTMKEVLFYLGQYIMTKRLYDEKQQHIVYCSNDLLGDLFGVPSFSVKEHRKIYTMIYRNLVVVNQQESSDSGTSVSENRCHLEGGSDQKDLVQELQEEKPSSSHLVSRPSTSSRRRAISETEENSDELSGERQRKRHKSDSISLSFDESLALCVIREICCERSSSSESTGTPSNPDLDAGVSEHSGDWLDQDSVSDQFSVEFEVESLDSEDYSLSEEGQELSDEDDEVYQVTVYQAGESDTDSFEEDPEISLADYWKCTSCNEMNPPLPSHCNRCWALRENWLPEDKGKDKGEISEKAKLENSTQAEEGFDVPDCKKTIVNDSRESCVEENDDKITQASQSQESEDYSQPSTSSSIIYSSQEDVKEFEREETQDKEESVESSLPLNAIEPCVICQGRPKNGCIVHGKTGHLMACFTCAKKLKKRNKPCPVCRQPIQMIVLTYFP
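system = mammalian cells stably expressing self-ubiquitinating, self-degrading MDM2 E3–luciferase fusion | quantity = 2000 cells per well seeded | incubation = 4 h cell settling then 2 h compound exposure, 37 °C | signal = SteadyLite luminescence, 15 min reagent step | benchmarks = plate control and blank wells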
Rad51 HR inh: Rad51 (human) homologous recombination inhibition | Q06609 | hRad51 DNA strand exchange, fluorescence dequenching | inhibition, % at 10 µM | 0.085% of 200,000 active;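 active means inhibition above 40% at the single screening dose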;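 further: 0% = DMSO control wells and 100% = blanks with heterologous ssDNA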
Target sequence (Q06609 whole entry, looked up): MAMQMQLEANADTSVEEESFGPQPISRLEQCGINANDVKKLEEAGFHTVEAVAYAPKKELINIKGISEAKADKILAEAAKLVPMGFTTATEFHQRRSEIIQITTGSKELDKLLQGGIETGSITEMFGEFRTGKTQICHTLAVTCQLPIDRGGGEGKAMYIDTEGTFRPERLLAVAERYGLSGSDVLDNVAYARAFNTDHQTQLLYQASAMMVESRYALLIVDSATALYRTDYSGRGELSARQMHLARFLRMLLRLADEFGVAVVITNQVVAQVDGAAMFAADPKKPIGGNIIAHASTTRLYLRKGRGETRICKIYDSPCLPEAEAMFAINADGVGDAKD
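material = hRad51 filaments on single-stranded DNA | timing = filaments 15 min 37 °C, then compound 30 min | signal = FRET fluorescence dequenching, excitation 485 nm, emission 520 nm | benchmarks = control wells and blank wells on each plate | evaluation = percent inhibition relative to plate controls and blanks | compound = 10 µM final, single point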
Cl transport mod: KCC2 (human) Cl- transport modulation. KCC2 cells, thallium flux FluoZin-2 fluorescence. B-score of Tl+ flux slope (higher = more flux/activation; lower = inhibition) at 10 µM. 2.2% of 190,000 active;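 active means thallium flux slope and its plate-corrected score both differing from the plate sample mean at a set confidence after two filtering rounds, in either direction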;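 further: slope of fluorescence scaled to starting intensity during 10 to 20 s after thallium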
PERK inh: blocks human PERK kinase; CHO PERK-DD fusion, SEAP luminescence translation reporter; Q9NZJ5; inhibition, % at 5.6 µM; AID 1416; 0.17% of 220,000 active;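 active means inhibition above the mean inhibition of all tested compounds plus 3 SD, set separately per screening campaign, cut at about 2.9% in these data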;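 further: PERK kinase domain activated by AP20187 dimerizer at 100 nM; 0% = DMSO with dimerizer and 100% = rapamycin at 8.4 µM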
Active calls of the source: *; i = inactive; x = no result given; [ ] = another dose, or the depositor's remark. Rows are unselected. Share with any hit: about 3.6%.

SMILES | eIF4E 4G PPI | m-calpain inh | TNF necrop inh | zVAD death inh | EBV gp42 inh | Mdm2 ligase inh | Rad51 HR inh | Cl transport mod | PERK inh
COc1ccc(OCC(O)CON2C(=O)c3ccccc3C2=O)cc1 (centres undefined) | 3 | 3 | 0.7 | 1.1 | 6 | -1 | -2 | 0.24 | 0.8
COC(=O)C1=NNC2C(=O)N(C3CCCCC3)C(=O)C12 (centres undefined) | -2 | -22 | 4.2 | 4.8 | -6 | 4 | -6 | 0.87 | 1.1
COc1cc(C2NC(=O)N(C)C3=C2C(=O)CCC3)cc(OC)c1OC (centres undefined) | -2 | 16 | -1.3 | 0.5 | -17 | -9 | 4 | x | 2.0
CCCCNC(=O)CSc1nc2ccsc2c(=O)n1C1CCN(C(=O)OCC)CC1 | 4 | -25 | -0.5 | -0.6 | -10 | 10 | 0 | 1 | -1.2
Cc1ccc(O)c(NC(=O)c2noc3c2CCc2ccccc2-3)c1 | 0 | -62 | -5.2 | 0.9 | -8 | -6 | 2 | 0.03 | 0.0
O=C1CC(c2ccc(F)cc2)CC2=C1C=Nc1ccccc1N2 (centres undefined) | -6 | -12 | -2.0 | 0.4 | 23 | 4 | 1 | -1.7 | -1.1
CC(=O)/C(=N/Nc1ccccc1[N+](=O)[O-])N1CCCc2ccccc21 | -2 | 15 | -2.3 | -0.3 | -3 | -6 | 19 | -0.79 | -0.1
CCOc1ccc(NC(=S)NN2C(C)CCCC2C)cc1 (centres undefined) | -5 | -7 | 1.6 | 0.9 | 3 | -6 | 2 | -1.2 | -0.3
CC(C)(C)NC(=O)NC(=O)CN1CCCCC1 | -1 | 22 | 1.3 | 0.0 | -10 | -18 | 6 | 0.019 | 0.2
CC(=O)NC1=NN(C(C)=O)C(C)(c2ccc(Cl)s2)S1 (centres undefined) | 0[fluorescence artefact?] | 16 | -9.8 | -0.3 | -11 | -5 | 4 | -0.96 | 0.1
Cc1cc(C(=O)Cn2cncn2)c(C)n1CCc1ccc(F)cc1 | 0 | -15 | -3.4 | 0.2 | -24 | -8 | 0 | x | 0.7
Cc1cc(Br)ccc1OCC(=O)N1CCCCCC1 | 3[fluorescence artefact?] | 20 | 1.0 | 3.0 | 5 | -19 | 0 | -1.3 | -0.6
N=c1c2c(n(Cc3ccc(F)cc3)c3c1CCC3)CCC2 | 4[fluorescence artefact?] | 0 | -3.5 | 0.2 | -10 | -23 | 3 | x | 0.6
O=C(c1cccc(F)c1)N1CCN(Cc2ccco2)CC1 | 13 | -13 | 0.5 | 0.5 | 11 | -10 | -3 | x | 1.4
COc1ccccc1N=c1oc2c(OC)cccc2cc1C(=O)NCc1ccco1 | -7 | -51 | -0.5 | 7.5 | 11 | -19 | -8 | x | -0.1
CCOC(=O)Cc1nnc2c(Nc3ccc(Cl)cc3)nc3nonc3n12 | 5 | -17 | -2.0 | 0.2 | -13 | -12 | -5 | -0.42 | -0.2
COC(=O)c1ccc(NC(=O)NCCCl)cc1 | -3 | 0 | 2.1 | 1.1 | -20 | -13 | -9 | 0.014 | 1.0
CC1(C)OC2OC(COC(=O)c3ccc([N+](=O)[O-])cc3)C3OC(C)(C)OC3C2O1 (centres undefined) | 0[fluorescence artefact?] | 12 | 1.0 | 0.4 | -13 | -2 | x | -0.079 | -0.2
COc1ccc(N(CC(=O)NCCC2=CCCCC2)S(=O)(=O)c2ccc(C)cc2)cc1 | -3 | -3 | 0.3 | 2.7 | 6 | -13 | 4 | -0.29 | 0.8
CCOC(=O)C(C#N)c1ccccn1 (centres undefined) | -7 | -20 | 3.8 | 4.2 | -6 | -15 | -4 | 0.71 | 0.9
Cc1ncc([N+](=O)[O-])n1Cc1ccc(Br)cc1 | 4 | -2 | 0.6 | 0.7 | -9 | -3 | -2 | -1.2 | 0.7
OC(COc1ccc2ccccc2c1)CN1CCOCC1 (centres undefined) | 3 | -5 | -1.0 | -0.7 | 1 | -8 | -2 | -0.8 | 0.6
CC(=Nc1ccccc1)C1=C(O)CC(C)(C)CC1=O | 6 | 20 | 0.4 | 0.4 | -16 | 17 | x | -1.4 | 0.7
CC(C)(C)NC(=O)C(=O)N/N=C/c1ccc(F)cc1 | -5 | -13 | 1.4 | 2.0 | -18 | 0 | 0 | 0.41 | -0.6
O=C(CSc1nc2ccc([N+](=O)[O-])cc2s1)c1ccc2ccccc2c1 | -4 | -3 | 0.7 | -0.3 | 1 | -10 | 2 | 0.64 | 0.0
Following part:
SMILES | eIF4E 4G PPI | m-calpain inh | TNF necrop inh | zVAD death inh | EBV gp42 inh | Mdm2 ligase inh | Rad51 HR inh | Cl transport mod | PERK inh
CC(=O)Cc1ccccc1OCC(=O)O | -2[fluorescence artefact?] | -17 | -0.6 | 0.4 | -5 | 1 | 0 | -0.43 | 0.5
Cc1ccc(OCc2nnc(SCC(=O)Nc3cccc4ccccc34)n2-c2ccccc2)cc1 | 3[fluorescence artefact?] | 2 | -2.0 | 0.0 | -21 | x | x | 0.11 | -0.3
Cc1ccccc1Cn1ccc(NC(=O)c2cnn3cccnc23)n1 | -3 | -1 | -2.1 | -0.5 | -4 | -9 | 1 | 0.097 | -0.4
COc1ccccc1/C=c1\sc2nc(-c3cccs3)nn2c1=O | x | x | -1.4 | 0.1 | x | x | x | -0.0084 | 0.4
COc1ccc(Nc2oc(COc3ccc(Cl)cc3)nc2C#N)cc1 | 7[fluorescence artefact?] | -32 | -1.7 | 0.0 | 1 | -4 | -5 | x | 0.0
O=C1c2ccc3c4c(ccc(c24)C(=O)N1c1cccc(O)c1)CC3 | 12 | -111 | -0.5 | 1.1 | -46 | -5 | -3 | -0.37 | -0.1
COc1ccccc1C1=Nn2c(COc3ccccc3)nnc2SC1 | 4 | 2 | -1.8 | -0.4 | -24 | 1 | -6 | -0.94 | 0.1
O=C(Nc1ccccc1)c1ccc(=O)n(Cc2cccc(Cl)c2)c1 | -3 | 20 | 4.5 | 3.1 | -2 | -19 | 4 | -0.73 | -0.8
O=C(Nc1nc2ccc(S(=O)(=O)N3CCCCC3)cc2s1)c1ccncc1 | -6 | -29 | -1.0 | 0.6 | -15 | 0 | -6 | -6.2* | -0.9
CC(C)(C)c1[nH]nc2c1C(c1ccoc1)C(C#N)=C(N)O2 (centres undefined) | 2 | -17 | -0.2 | 0.6 | -18 | -6 | -7 | -1.5 | 0.7
N#CC1=C2SCN(Cc3ccccc3)CN2C(=O)CC1c1ccc2c(c1)OCO2 (centres undefined) | -4 | -8 | 0.1 | -0.3 | -13 | -7 | -7 | 0.52 | 0.8
NC(=O)NC(=O)COC(=O)c1cccc(S(=O)(=O)N2CCCCCC2)c1 | -14 | -19 | 2.1 | -0.7 | -21 | x | 46* | 0.83 | 1.4
O=C(c1cccnc1)N1CCN(Cc2cccc(F)c2)CC1 | 20 | 1 | -2.0 | -0.1 | -25 | -12 | x | 0.22 | 0.2
O=[N+]([O-])c1ccccc1-c1cc(-c2cc(Cl)ccc2O)n[nH]1 | 7 | 14 | 2.3 | 5.2 | 3 | 1 | x | 0.035 | 1.1
O=C(NCCN1CCOCC1)c1ccc(CS(=O)(=O)c2ccc(Br)cc2)o1 | x | x | 0.8 | 2.6 | x | x | 2 | 0.28 | 0.5
Cc1cc(NC(=O)CSc2nnc(-c3cccnc3)n2N)no1 | -1 | 0 | 1.0 | -0.4 | -36 | -12 | -6 | -0.27 | 0.2
Cn1c(C(=O)NCCCN2CCCC2=O)cc2c(=O)n(C)c3ccccc3c21 | 5 | -5 | -0.9 | 1.5 | -21 | -12 | 2 | x | -0.6
Cc1ccccc1CS(=O)(=O)Cc1ccc(C(=O)NCC2CCCO2)o1 (centres undefined) | 1[fluorescence artefact?] | 20 | 0.7 | 1.0 | -5 | 3 | x | x | 0.1
CCc1ccccc1NCC(=O)Nc1ccc(Cl)c(C(F)(F)F)c1 | -32 | 24 | 0.8 | 1.7 | -3 | 9 | -2 | 0.23 | -1.3
Cc1cc(NC(=O)CSC2=Nc3ccccc3C3=NC(Cc4ccccc4)C(=O)N23)n[nH]1 (centres undefined) | -2 | -1 | 0.7 | 0.2 | -3 | 3 | -3 | -1.7 | 0.6
O=C(Nc1ccc(S(=O)(=O)NCCc2ccccc2)cc1)c1ccc(Br)o1 | -6 | -23 | -0.2 | 0.4 | 8 | 5 | -4 | 0.14 | -0.4
Cc1ccc(NC(=O)c2ccc(Cl)cc2Cl)cc1O | 1 | -8 | -4.3 | -0.8 | -15 | -21 | 12 | -0.66 | 0.7
CCOc1cccc(/C=N/N2C(=O)CSC2=S)c1O | -4 | 21 | -0.1 | 0.3 | -1 | -13 | -7 | 5.3* | -0.7
Cc1cccnc1NC(=S)NC(=O)c1cccs1 | 1 | 34 | -5.0 | -0.2 | -8 | -9 | -1 | x | 0.9
COc1ccc(C(=O)N/N=C/c2cc3ccccc3[nH]c2=O)cc1 | -3 | i | -1.0 | 3.1 | -5 | -18 | x | 0.26 | -0.5
Cc1ccc(/C=C2/SC(=S)N(c3ccc(S(=O)(=O)Nc4nccs4)cc3)C2=O)cc1 | -4 | 2 | 0.8 | 1.1 | 3 | -6 | x | 0.038 | 1.2
Cc1nn(Cc2ccccc2Cl)c(C)c1NC(=O)c1nc2ncccn2n1 | 3 | -20 | -2.0 | 1.0 | -8 | 6 | -2 | 0.16 | 0.3

Not a retest: 11 of the compounds above.
SMILES | eIF4E 4G PPI | m-calpain inh | TNF necrop inh | zVAD death inh | EBV gp42 inh | Mdm2 ligase inh | Rad51 HR inh | Cl transport mod | PERK inh
Cn1c(C(=O)NCCCN2CCCC2=O)cc2c(=O)n(C)c3ccccc3c21 | 5 | -5 | -0.9 | 1.5 | -21 | -12 | 2 | x | -0.6
Cc1ccccc1CS(=O)(=O)Cc1ccc(C(=O)NCC2CCCO2)o1 (centres undefined) | 1[fluorescence artefact?] | 20 | 0.7 | 1.0 | -5 | 3 | x | x | 0.1
CCc1ccccc1NCC(=O)Nc1ccc(Cl)c(C(F)(F)F)c1 | -32 | 24 | 0.8 | 1.7 | -3 | 9 | -2 | 0.23 | -1.3
Cc1cc(NC(=O)CSC2=Nc3ccccc3C3=NC(Cc4ccccc4)C(=O)N23)n[nH]1 (centres undefined) | -2 | -1 | 0.7 | 0.2 | -3 | 3 | -3 | -1.7 | 0.6
O=C(Nc1ccc(S(=O)(=O)NCCc2ccccc2)cc1)c1ccc(Br)o1 | -6 | -23 | -0.2 | 0.4 | 8 | 5 | -4 | 0.14 | -0.4
Cc1ccc(NC(=O)c2ccc(Cl)cc2Cl)cc1O | 1 | -8 | -4.3 | -0.8 | -15 | -21 | 12 | -0.66 | 0.7
CCOc1cccc(/C=N/N2C(=O)CSC2=S)c1O | -4 | 21 | -0.1 | 0.3 | -1 | -13 | -7 | 5.3* | -0.7
Cc1cccnc1NC(=S)NC(=O)c1cccs1 | 1 | 34 | -5.0 | -0.2 | -8 | -9 | -1 | x | 0.9
COc1ccc(C(=O)N/N=C/c2cc3ccccc3[nH]c2=O)cc1 | -3 | i | -1.0 | 3.1 | -5 | -18 | x | 0.26 | -0.5
Cc1ccc(/C=C2/SC(=S)N(c3ccc(S(=O)(=O)Nc4nccs4)cc3)C2=O)cc1 | -4 | 2 | 0.8 | 1.1 | 3 | -6 | x | 0.038 | 1.2
Cc1nn(Cc2ccccc2Cl)c(C)c1NC(=O)c1nc2ncccn2n1 | 3 | -20 | -2.0 | 1.0 | -8 | 6 | -2 | 0.16 | 0.3

Compound activity: PubChem BioAssay, several laboratories
